Screening results from PubChem BioAssay.
IkB signaling: inhibitors of IkB signaling in ABC-DLBCL cells; 110,000 compounds, 0.04% hits; ABC-DLBCL IkBa-CBG/CBR dual luciferase ratio, 4 h; response scale: scaled: untreated 0%, proteasome inhibitor 100%; Potency, µM (series often up to 57.1 µM), for inactives: at the highest dose IkBa stabilization activation; AID 445; active = well fitted curve in the direction sought with a large enough effect in the signal ratio, not every such curve was filed as active; inconclusive = small, poorly fitted or top-dose-only effect, or a change in a side signal; the % refers to the signal ratio;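 note: the direction sought is a rising ratio; 0% = basal untreated cells and 100% = reference inhibitor full response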
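Curves were fitted separately to fusion (green), unfused (red) and ratio luminescence, then classed by r2, magnitude and activity. Cells: OCI-Ly3, 4 h compound plus doxycycline at 37C; 10 uM MG-132 defined full response.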
Peg3 imprint: inducers of genomic imprint erasure in mouse ES cells; 110,000 compounds, 0.02% hits; Potency, µM (highest dose often 60.7 µM), inactives show at the highest dose activity change, positive = activation, usual class: activators; mouse ES Peg3-LacZ reporter, beta-gal luminescence, 40 h;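 note: 0% = negative control wells on the plate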
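Readout: BetaGlo luminescence (5 min, room temp) for LacZ from the normally silent maternal Peg3 allele in female Peg3LacZ-Neo ES cells. Cells 300/well, 40 h, 37C, 5% CO2. Data normalized per plate to negative controls.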
p53ts 39C tox: p53ts cell cytotoxicity, nonpermissive temperature. H1299-p53A138V viability at 39C, ATP luminescence, 24 h. Potency, µM (series often up to 46.1 µM), without a hit: at the highest dose activity change, negative = cell killing, actives largely listed as cytotoxic. 130,000 compounds, 1.5% hits. AID 902; note: nearly all actives have a fitted effect of over 55% in size
p53ts 32C tox: cytotoxicity in p53ts cells at permissive temperature; H1299-p53A138V at 32C, ATP luminescence viability, 24 h; AID 924; Potency, µM (doses to about 46.1 µM), inactives show at the highest dose activity change, negative = cytotoxicity, hits mostly cytotoxic; 130,000 compounds, 0.93% hits;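 note: 0% = DMSO and -100% = full killing by reference compound; nearly all actives have a fitted effect of over 55% in size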
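H1299-p53 A138V cells (temperature-sensitive p53) exposed 24 h to up to 46 uM compound at 32C, where p53 is wild-type in conformation. Viability read as ATP luminescence and normalised to DMSO and 100 uM tamoxifen. AC50 fitted with the Hill equation.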
* = called active by the depositor; ? = inconclusive; . = not tested or not shown; & = joins results of further samples; [ ] = dose if it differs, or a comment. Unless noted, calls come from the whole dose curve; as a rule, active = well fitted curve in the direction sought with a large enough effect; inconclusive = small, poorly fitted or top-dose-only effect, or another doubt; inactive = no such curve, though single readings can be large; an effect the other way counts as inactive or inconclusive. Unless noted, % is set by controls: 0 for no effect and ±100 for the full control effect; potency is the fitted concentration of half-maximal effect. Rows were taken by chance. Share with any hit: about 1.8%.

SMILES	IkB signaling	Peg3 imprint	p53ts 39C tox	p53ts 32C tox
CCCN(C(=O)C1CCN(S(=O)(=O)c2c(C)noc2/C=C/c2ccc(C)cc2)CC1)c1ccccc1F	-1.3%	13.5%[10.9 µM]	-3.4%	8.3%
CCOc1ccc(C2C(C(=O)Nc3ccccc3OC)=C(C)Nc3c(C(=O)Nc4cccc(C)c4)cnn32)cc1 (stereo not drawn)	-0.3%	-5.4%[10.9 µM]	7.2%	17.5%
CCCCC(CC)C(=O)Nc1ccccc1C(=O)NC(C)C (stereo not drawn)	3.5%	-17.2%	8.6%	14.2%
COC1(c2cc(-c3ccccc3)nc(N)n2)CCCCC1	-2.4%	-13.2%	0.0%	8.1%
COc1ccc(CCNC(=O)CS(=O)(=O)Cc2nc(-c3cccc(Cl)c3)oc2C)cc1OC	1.7%	-2.0%[10.9 µM]	2.8%	2.7%
CCCNC(=O)CN(C1CCCCC1)S(C)(=O)=O	0.1%	-8.8%	5.9%	7.9%
CC1CCc2c(sc3ncnc(N4CCOCC4)c23)C1 (stereo not drawn)	?	-12.6%	4.7%	7.2%
COc1ccc(NC(=O)c2cc(S(=O)(=O)N3CCOCC3)cn2C)cc1Cl	-0.4%	-15.3%[10.9 µM]	-25.0%	2.5%
CNc1nnc(CSc2nc3ccccc3s2)s1	-2.2%	-17.4%	-18.0%	-16.7%
CSCC[C@H](C=O)NC(=O)[C@H](CC(C)C)NC(=O)[C@H](CC(C)C)NC(C)=O	3.0%	-7.7%	-6.9%	-1.8%
NC(=O)C(=O)O	-0.8%	-6.7%	8.3%	23.3%
Cc1ccc(NC(=O)C2C3C=CC4(CN(Cc5cccnc5)C(=O)C24)O3)cc1F (stereo not drawn)	-2.7%	-5.8%	5.3%	2.4%
COc1ccc(O)c(C2NC(CC(C)C)(C(=O)O)C3C(=O)N(Cc4ccccc4)C(=O)C23)c1 (stereo not drawn)	-0.4%	-1.3%	11.1%	2.8%
O=C(Nc1cccc(C(F)(F)F)c1)c1cccnc1	0.1%	-1.3%	3.8%	5.6%
CCN(CC)C(=O)c1cc2sc3ccccc3c2s1	3.0%	-29.6%	-20.3%	-20.4%
CSc1oc(-c2ccc(F)cc2)nc1S(=O)(=O)c1ccc(Br)cc1	?	-11.8%[10.9 µM]	?	-2.3%
COc1ccc(-n2c(=O)c3c4c(sc3n3c(SCCC(C)C)nnc23)COC(C(C)C)C4)cc1 (stereo not drawn)	?	-10.9%[10.9 µM]	17.5%	10.6%
CCOC(=O)C1CCN(C(=O)c2cc3ccc4ccc(C)[nH]c4c3n2)CC1	?	2.8%[10.9 µM]	-13.2%	2.4%
CC(=O)COC(=O)c1cccc(N2C(=O)C3C4C=CC(C4)C3C2=O)c1 (stereo not drawn)	2.6%	-4.2%	-7.1%	0.3%
O=C(CCc1ccccc1)Nc1cccc(-c2nnc(-c3ccco3)o2)c1	0.2%	-52.5%[inhibitor]	3.4%	7.4%
COCCn1c(C)cc(C(=O)COC(=O)CCc2ccc(S(=O)(=O)N3CCOCC3)cc2)c1C	0.1%	-9.6%	15.9%	0.0%
CC1(CCc2ccc3c(c2)OCO3)NC(=O)c2ccccc2N1 (stereo not drawn)	0.9%	-13.3%	19.1%&8.4%	-12.3%&5.0%
COc1ccccc1NC(=O)CSc1nnc(C2CCCCC2)o1	2.5%	-33.8%[inhibitor]	-15.1%	-9.0%
COc1ccc(C2Nc3ccccc3C(=O)N2Cc2ccco2)cc1COc1ccc(F)cc1 (stereo not drawn)	.	.	-23.2%	-5.4%
CCc1ccc(NC(=O)c2cc(S(=O)(=O)NC3CCCCCC3)ccc2F)cc1	?	-9.5%[10.9 µM]	?	-8.7%

(more compounds)
SMILES	IkB signaling	Peg3 imprint	p53ts 39C tox	p53ts 32C tox
c1csc(-c2csc(-c3cccs3)n2)c1	0.4%	-7.1%	-1.3%	7.2%
CC(OC(=O)c1nc(-c2ccccc2)n(-c2ccccc2)n1)C(=O)Nc1cc(Cl)cc(Cl)c1 (stereo not drawn)	.	.	-5.6%	-8.1%
CCC(C)NC(=O)Cn1cnc2sc(C)cc2c1=O (stereo not drawn)	-0.3%	-8.6%	-11.0%	-18.3%
COc1ccc(NC(=O)Nc2cccc(-c3cn4cccnc4n3)c2)cc1	?	-7.4%[10.9 µM]	?	?
CCn1c(C(=O)Nc2ccccc2C(=O)OC)cc2sc(Cl)cc21	0.7%	-6.8%[10.9 µM]	3.1%	13.8%
CSc1nc(-c2ccco2)nn1S(=O)(=O)c1ccccc1	2.4%	-4.5%	1.8%	1.1%
COc1cccc(CNC(=O)Cc2c(C)c3c(cc(C)c4c(C)c(C)oc43)oc2=O)c1	1.9%	-7.8%[10.9 µM]	-13.0%	0.6%
CNC(=O)Nc1cc(C(C)(C)C)no1	-0.1%	16.6%	-4.6%	3.5%
O=C(CNC(=O)c1ccccc1)OCc1cc(=O)n2ccsc2n1	-2.3%	-8.6%[10.9 µM]	-5.7%	3.2%
CCC(c1nnnn1CCc1ccccc1)N1CCN(C(=O)c2ccco2)CC1 (stereo not drawn)	0.3%	0.3%	-2.2%	6.4%
COc1ccc(OC)c(CNC(=O)C2CCN(S(=O)(=O)N3CCCCC3)CC2)c1	0.7%	-22.4%[10.9 µM]	-28.3%	11.0%
CS(=O)(=O)N1CCN(C(=O)c2ccc(-c3ccccc3)cc2)CC1	-0.2%	-9.4%	-3.2%	-5.7%
Cc1nn(Cc2ccc(Cl)c(Cl)c2)c(C)c1NC(=O)c1cc(-c2ccco2)on1	5.1%	-29.3%	-12.8%	-6.6%
CC(C)(C)OC(=O)NC(CCNC=C1C(=O)OC(C)(C)OC1=O)C(=O)O (stereo not drawn)	-0.5%	-4.1%	-3.3%	-1.7%
Cc1sc2ncn(CC(=O)N3CCN(c4ccc(F)cc4)CC3)c(=O)c2c1S(=O)(=O)N1CCN(c2ncccn2)CC1	?	-6.2%[10.9 µM]	-16.9%	20.4%
COc1cccc(-c2nn(C)c3sc(C(=O)N4CCN(c5cccc(C)c5)C(C)C4)cc23)c1 (stereo not drawn)	-0.8%	-10.9%[10.9 µM]	-5.8%	27.1%
CCOC(=O)Nc1ccc(S(=O)(=O)NCc2ccccc2)cc1	-0.1%	-14.1%	-12.8%	-1.2%
COc1ccc(CNC(=O)c2cc3sccc3n2C)cc1	-0.6%	-6.1%[10.9 µM]	-15.1%	-15.1%
CC(C)Cn1c(=O)c(C(=O)Nc2ccccc2S(N)(=O)=O)c(O)c2ccccc21	?	-19.5%	23.1%	10.1%
Cc1ccccc1C(=O)Nc1nc2nc(-c3ccccc3)cc(=O)n2[nH]1	?	-5.2%[10.9 µM]	-15.7%	-2.0%
O=C1c2ccccc2CN1CCNS(=O)(=O)c1ccc(Cl)cc1	-0.1%	-10.9%	7.4%	2.3%
O=C(CSc1nnc2ccc3ccccc3n12)Nc1ccccc1Cl	-0.5%	8.3%[10.9 µM]	-27.4%	?
CCOc1ccc(C2C(C(=O)Nc3ccc(F)cc3)=C(C)Nc3nc(CCCO)nn32)cc1 (stereo not drawn)	2.9%	-5.1%	-10.3%	2.3%
Cn1cccc1C(=O)N1CCC2(CC1)CCN(c1ccc(-c3ccccc3)cc1)CC2	4.2%[11.4 µM]	.	?	-25.1%
CCc1ccc2nc(SCC(=O)N(CC)CC)c(C#N)cc2c1	-0.5%	-26.4%	-24.0%	-2.9%

Reformatted with bars between the fields: entries from further up
molecule | IkB signaling | Peg3 imprint | p53ts 39C tox | p53ts 32C tox
CNC(=O)Nc1cc(C(C)(C)C)no1 | -0.1% | 16.6% | -4.6% | 3.5%
O=C(CNC(=O)c1ccccc1)OCc1cc(=O)n2ccsc2n1 | -2.3% | -8.6%[10.9 µM] | -5.7% | 3.2%
CCC(c1nnnn1CCc1ccccc1)N1CCN(C(=O)c2ccco2)CC1 (stereo not drawn) | 0.3% | 0.3% | -2.2% | 6.4%
COc1ccc(OC)c(CNC(=O)C2CCN(S(=O)(=O)N3CCCCC3)CC2)c1 | 0.7% | -22.4%[10.9 µM] | -28.3% | 11.0%
CS(=O)(=O)N1CCN(C(=O)c2ccc(-c3ccccc3)cc2)CC1 | -0.2% | -9.4% | -3.2% | -5.7%
Cc1nn(Cc2ccc(Cl)c(Cl)c2)c(C)c1NC(=O)c1cc(-c2ccco2)on1 | 5.1% | -29.3% | -12.8% | -6.6%
CC(C)(C)OC(=O)NC(CCNC=C1C(=O)OC(C)(C)OC1=O)C(=O)O (stereo not drawn) | -0.5% | -4.1% | -3.3% | -1.7%

As a working copy, two of the compounds above:
SMILES	IkB signaling	Peg3 imprint	p53ts 39C tox	p53ts 32C tox
CSc1nc(-c2ccco2)nn1S(=O)(=O)c1ccccc1	2.4%	-4.5%	1.8%	1.1%
COc1cccc(CNC(=O)Cc2c(C)c3c(cc(C)c4c(C)c(C)oc43)oc2=O)c1	1.9%	-7.8%[10.9 µM]	-13.0%	0.6%

Further records follow.
SMILES	IkB signaling	Peg3 imprint	p53ts 39C tox	p53ts 32C tox
O=C(Nc1ccc(Cl)cc1)Nc1ccc2c(c1)N1CCN=C1S2	-0.4%	-13.4%	-8.1%	-6.2%
COc1cccc(-n2c(CNc3ccc(F)cc3)nnc2SCC(N)=O)c1	8.5%	-6.3%	-3.7%	1.2%
O=C(CN1C(=O)CSC1=O)Nc1ccccc1N1CCOCC1	0.9%	-1.1%	-1.2%	-4.4%
COc1cccc(N2CCN(C(=O)c3c(C)oc4ncnc(N5CCOCC5)c34)CC2)c1	?	13.6%[10.9 µM]	10.1%	5.0%
COc1cc(OC)c(C2C(C#N)=C(N)Oc3cc(C)n(CCCN4CCOCC4)c(=O)c32)cc1OC (stereo not drawn)	-0.6%	-8.5%	-6.1%	-4.5%
C=Cc1ccc(Cn2c(C(=O)O)c(CNCc3cc(OC)ccc3OC)c3ccc(C)cc32)cc1	?	17.6%[10.9 µM]	12.6µM*	?
CCOC(=O)C1=C(C)Nc2nnnn2C1c1ccccc1Cl (stereo not drawn)	.	.	-4.6%	2.7%
Cc1ccccc1-c1nc(CN2CCC(C(=O)NCCc3ccccc3)CC2)c(C)o1	-1.7%	-16.0%[10.9 µM]	-24.3%	11.4%
COc1cc2c(CCNC(C)=O)c[nH]c2cc1Cl	1.2%&2.7%	?	2.4%	-1.5%
Oc1c(I)cc(I)c2cccnc12	.	-33.8%[inhibitor]	7.94µM*	?
CN(Cc1ccccc1)C(=O)c1ccc2c(c1)N(Cc1ccccc1Cl)C(=O)c1ccccc1S2	?	-13.9%[10.9 µM]	12.8%	21.8%
COc1ccc(OC)c(NC(=O)Cn2ccn(-c3ccc(OC)c(OC)c3)c(=O)c2=O)c1	-0.2%	-4.5%[10.9 µM]	?	-10.0%
CCOC(=O)c1cc2cc(C)ccc2[nH]1	-1.2%	-18.1%	-1.8%	-4.6%
CCc1nnc(NC(=O)c2ccncc2)s1	1.3%	-66.2%[inhibitor]	-0.6%	-10.5%
CN(C1CCS(=O)(=O)C1)S(=O)(=O)c1ccc(N2CCCC2=O)cc1 (stereo not drawn)	-0.3%	20.7%	7.9%	-1.4%
